Screening results deposited in PubChem BioAssay by Johns Hopkins Ion Channel Center.
KCNQ2 inh – KCNQ2 potassium channel inhibitors, primary screen, cell-based, CHO-K1, FluxOR thallium flux, B-score (AID 2156); 20 min; active compounds read low; B-score at 10 µM; hit rate 1.1% among 310,000; Potassium voltage-gated channel subfamily KQT member 2 (Rattus norvegicus), O88943;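 active = fluorescence ratio B-score at most minus 3 library SDs, with starting brightness B-score within 2 library SDs, cut at about -5.5 in these data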
Kir21 block – inhibitors of mouse Kir2.1 inward-rectifier potassium channel | B-score at 10 µM | hit rate 0.85% among 310,000 | Inward rectifier potassium channel 2 (Mus musculus), P35561 | AID 1672, 2009 | HEK293-Kir2.1, FluxOR thallium flux fluorescence; active compounds read low;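 active = fluorescence ratio B-score at or below minus 3 SD of library scores, with starting-brightness B-score within 2 SD, cut at about -4.2 in these data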;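 note: channel flux triggered by added potassium and thallium sulfate stimulus; B-score of peak minus minimum fluorescence over baseline after thallium stimulus; more negative B-score means stronger Kir2.1 block with less thallium influx; some compounds called inactive have numbers as strong as hits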
Target sequence (P35561 whole entry, looked up): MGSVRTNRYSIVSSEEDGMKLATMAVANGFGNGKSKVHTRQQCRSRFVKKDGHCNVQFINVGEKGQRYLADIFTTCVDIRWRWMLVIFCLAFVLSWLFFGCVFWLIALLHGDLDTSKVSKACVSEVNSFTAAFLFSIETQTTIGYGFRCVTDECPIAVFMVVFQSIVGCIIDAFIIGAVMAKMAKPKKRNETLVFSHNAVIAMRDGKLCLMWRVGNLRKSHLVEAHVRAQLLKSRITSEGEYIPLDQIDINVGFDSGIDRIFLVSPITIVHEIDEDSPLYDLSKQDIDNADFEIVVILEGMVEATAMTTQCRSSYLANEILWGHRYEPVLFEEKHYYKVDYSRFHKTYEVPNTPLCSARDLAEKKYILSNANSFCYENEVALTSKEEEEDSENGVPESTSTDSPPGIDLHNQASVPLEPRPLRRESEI
The depositor's hits bear a star; i = inactive.

Start of the data: the first three entries (preview)
Results follow in this order: KCNQ2 inh | Kir21 block
CCOc1ccc(-c2n[nH]c(=S)n2/N=C/c2cc3c(cc2[N+](=O)[O-])OCO3)cc1
 : i | 1.76
OCCCNc1nc(-c2ccccc2)c2cc(Br)ccc2n1
 : i | -2.29
COc1ccc(C)cc1S(=O)(=O)N(C)CC(=O)NCc1ccco1
 : i | 0.09

The listing (from the top)
Results follow in this order: KCNQ2 inh | Kir21 block
CCOc1ccc(-c2n[nH]c(=S)n2/N=C/c2cc3c(cc2[N+](=O)[O-])OCO3)cc1
 : i | 1.76
OCCCNc1nc(-c2ccccc2)c2cc(Br)ccc2n1
 : i | -2.29
COc1ccc(C)cc1S(=O)(=O)N(C)CC(=O)NCc1ccco1
 : i | 0.09
O=C(Nc1nc2ccc(S(=O)(=O)N3CCCCC3)cc2s1)C1CCCO1 (stereo unspecified)
 : i | -0.7
COc1ccc(C2C(C(=O)Nc3cccc(C)n3)c3ccccc3C(=O)N2C)cc1 (stereo unspecified)
 : i | 0.04
O=C1NC(=S)N/C1=C/c1cccc([N+](=O)[O-])c1
 : i | 0.04
Cc1ccc(OCCOCCN(C)C)c(Cl)c1
 : i | 0.92
COCCNC(=O)/C(C#N)=C/c1cc(C(C)C)c(OC)cc1C
 : i | -0.07
COC(=O)[C@H](Cc1ccccc1)NC(=O)NCc1ccccc1OC
 : i | -0.58
CCCCc1nnc(NC(=O)C2=COCCO2)s1
 : i | 2.02
CCOc1cc(CNCCCN2CCOCC2)cc(Cl)c1OCC(=O)NC(C)(C)C
 : i | 1.39
Cn1c(N)c(C(=O)NCc2ccccc2)sc1=S
 : i | 1.23
CSc1nsc(NC(=O)Nc2ccccc2)n1
 : i | -1.88
CCCc1cc(=O)[nH]c(SCC(=O)Nc2oc(C)c3c(C)n[nH]c(=O)c23)n1
 : i | -0.06
Cn1c(=O)c2c(ncn2CC(O)CNc2ccc(Cl)cc2)n(C)c1=O (stereo unspecified)
 : i | 3.13
CCCS(=O)(=O)N1CCN(S(=O)(=O)c2ccc(F)cc2)CC1
 : i | 0.18
CCOc1ccc(-c2c(=O)n(OCc3ccc([N+](=O)[O-])cc3)c3ccccc3[n+]2[O-])c(OCC)c1
 : i | 0.32
Cc1cccc(OCCCC(=O)Nc2ccc(S(N)(=O)=O)cc2)c1
 : i | -0.99
Cc1ccc(C(=O)CSc2nc(C(C)C)nc3ccccc23)cc1
 : i | -3.18
CCC(C)(C)n1nnnc1CN(Cc1cc2cc(OC)ccc2[nH]c1=O)C1CCCC1
 : i | -1.58
CCN(C(=O)c1cn(C)c(=O)c2cc(OC)c(OC)cc12)c1cc(OC)ccc1OC
 : i | 0.2
Cc1cc(-c2n[nH]c(=S)n2/N=C/C(Cl)=C/c2ccccc2)n[nH]1
 : i | -2.6
CCOC(=O)C[C@H]1c2ccc(C(F)(F)F)cc2S(=O)(=O)N1C1CCCC1
 : i | -1.73
Cc1sc2ncnc(N3CCC(C(=O)NNC(=O)COc4ccccc4F)CC3)c2c1C
 : i | 1.06
CC1(C)CC(=O)C(C=NCCc2ccccn2)=C(O)C1
 : i | -0.85
COc1ccccc1-c1cn(C(C)(C)C)nc1C
 : i | -0.99
O=C(COc1ccc2ccc(=O)oc2c1)Nc1ccc(CCO)cc1
 : i | 1.22
COc1ccc(OCCCC(=O)NNC(=O)CCN2CCN(c3ccccc3)CC2)cc1
 : i | 1.69
O=C(CCN1CCOCC1)NNC(=S)NC(=O)c1ccccc1
 : i | -1.48
COc1ccccc1N1CCN(C(=O)CCc2ccc(S(=O)(=O)NC(C)C)cc2)CC1
 : i | 0.32
O=C(N=C1SC2CS(=O)(=O)CC2N1CCc1ccc(F)cc1)C1CCCCC1 (stereo unspecified)
 : i | -0.02
COc1cc(-n2c(C)nc3cc(C(=O)NCC4CCCO4)ccc32)cc(OC)c1OC (stereo unspecified)
 : i | -0.26
CN1C(=O)C(CCC(N)=O)NC1=S (stereo unspecified)
 : i | -0.02
CCOc1ccccc1OCCN1CCC(Cc2ccccc2)CC1
 : i | -2.87
Cc1cccc(OCCC(=O)OCC(=O)N2CCc3ccccc32)c1
 : i | 0.05
O=C(/C=C/c1ccccc1Cl)Nc1ccc(Cl)cn1
 : i | -0.13
Cc1ccccc1C(=O)Nc1ccnn1C1CCN(Cc2ccccn2)CC1
 : i | -1.84
COc1ccc(-c2nn(-c3ccccc3)cc2CO)cc1
 : i | 0.84
O=C(CSc1nnc(Cc2ccccc2)o1)N1CCOCC1
 : i | -0.73
COC(=O)C1=C(C)NC(C)=C(C(=O)OC)C1c1ccc(-c2cc(Cl)ccc2Cl)o1
 : i | 0
S=C(N/N=C/c1ccco1)NC1CC2CCC1C2 (stereo unspecified)
 : i | -0.05
O=[N+]([O-])c1cccc(N2Cc3ccccc3C2)c1
 : i | -0.83
Cc1ccc(S(=O)(=O)c2nc(NCCN(C)C)sc2Cl)cc1
 : i | -1.27
N#CCCn1cc(C(=O)Nc2ccccc2Br)c(-c2cccs2)n1
 : i | -0.49
CC(C)(O[C@@H]1O[C@H](CO)[C@@H](O)[C@H](O)[C@H]1O)[C@H]1Cc2cc3ccc(=O)oc3cc2O1
 : i | 0.91
Cc1ccc2[nH]c(=O)c(CN(CCO)C(=O)N(C)C)cc2c1
 : i | -1.9
c1ccc(-c2cn(C[C@H]3CC[C@@H]([C@@H]4CC[C@H](Cn5cc(-c6ccccn6)nn5)O4)O3)nn2)nc1
 : i | -0.08
COc1cccc(NC(=S)NNC(=O)Cn2nc(C(F)F)cc2C(F)F)c1
 : i | 0.69
CCCNC(=O)c1ccc2c(=O)c(O)c(-c3ccc(OC)cc3)[nH]c2c1
 : i | 1.21
CCOc1ccc(C2C(C#N)=C(N)SC(N)=C2C#N)cc1OCC
 : i | 0.74
COc1ccc(/C=C2/C(=O)N(c3ccccc3)N=C2C)c(OC)c1
 : i | 1.97
Cc1cc(C)c2c(c1)/C(=C/C(=O)c1ccc(Br)s1)C(=O)N2
 : i | -0.19
NS(=O)(=O)c1ccc(CCNC(=O)C2CCN(S(=O)(=O)c3cccc4cccnc34)CC2)cc1
 : i | 0.61
O=C(CSc1ncccn1)NCCC1=CCCCC1
 : i | 1.15
COc1ccc(-c2sc3ccccc3c2C#CC2(O)CCCCC2)cc1
 : i | 0.62
COc1cccc(CN(Cc2ccccc2F)S(=O)(=O)c2ccc(S(=O)(=O)NCc3ccccc3)cc2)c1
 : i | -0.46
COc1ccc(CN2CCN(C(=O)c3ccco3)CC2)c(OC)c1OC
 : i | 0.08
COc1cc(CN2C(=O)C(NC(=O)c3ccco3)(C(F)(F)F)C3=C2CC(C)(C)CC3=O)cc(OC)c1 (stereo unspecified)
 : i | 0.8
CCN(Cc1cnn(C)c1)Cc1nc(C2(c3ccc(C)cc3)CCCC2)no1
 : i | -3.09
CC(=O)N1/C(=C/c2ccc(N(C)C)cc2)C(=O)c2ccccc21
 : i | -1.85

Next section:
Results follow in this order: KCNQ2 inh | Kir21 block
Cc1ccc(C(=O)/C=C/c2c(C)nn(-c3ccccc3)c2Cl)cc1
 : i | -0.39
O=C1OCCC1Sc1nnc(-c2cccc(Br)c2)o1 (stereo unspecified)
 : i | 1.55
COCc1cc(=O)n2[nH]cc(-c3ccsc3)c2n1
 : i | 1.06
CN(C)/C=C1/C(=O)N(c2ccc([N+](=O)[O-])cc2)N=C1c1ccccc1
 : i | -0.39
CC(C)COP(=O)(c1ccc(N(C)C)cc1)C(Nc1ccccc1)c1cccnc1 (stereo unspecified)
 : i | -0.37
Cc1ccc(C)c(NC(=O)Cn2c(=O)n(-c3ccc(CC(=O)NCC4CCCO4)cc3)c(=O)c3ccccc32)c1 (stereo unspecified)
 : i | 0.63
CC(c1ccco1)N(C(=O)c1ccc(C#N)cc1)c1ccccn1 (stereo unspecified)
 : i | -0.93
COC(=O)c1ccc(/C=N/N2CCN(Cc3ccccc3Cl)CC2)cc1
 : i | -0.9
O=[N+]([O-])c1cccc(-c2cn(-c3ccccc3)c(=S)[nH]2)c1
 : i | -0.59
CCc1ccc(CNc2ccc3c(c2)ncn3C(C)(C)C)cc1
 : i | -1.17
COc1ccc(Cn2c(-c3ccco3)nc3oc4ccccc4c(=O)c3c2=O)cc1
 : i | 1.77
O=c1c([N+](=O)[O-])c(O)c2cccc3c2n1CCC3
 : i | 1.64
COc1cc(NC(=O)C2CCCC2)c(OC)cc1Cl
 : i | 0.19
COc1ccc(N2CCN(CCN3C(=O)c4ccccc4C3=O)CC2)cc1
 : i | 0.6
CN(C)c1ccc(C(=S)N2CCN(c3ccc([N+](=O)[O-])cc3)CC2)cc1
 : i | 0.99

Next part
structure	KCNQ2 inh	Kir21 block
N#Cc1ccc(NC(=O)Cn2cnc(S(=O)(=O)N3CCCC3)c2)cc1	i	-1.48
COCCOC(=O)C1=C(C)NC2(O)c3ccccc3C(=O)C12O (stereo unspecified)	i	-1.39
CCSc1nnc(NC(=O)CCc2ccccc2)s1	i	2.78
O=C(CCC1CCCCC1)NCCS(=O)(=O)N1CCN(c2ccccc2F)CC1	i	0.51
O=C(c1cccc(Cl)c1)N1CCC(N2CCC(C(=O)N3CCOCC3)CC2)CC1	i	-1.69
O=C(Nc1ccccc1)NN1CC(=O)N(c2ccc(Cl)cc2)CC1=O	i	0.9
COc1ccc(/C=N/N2CCN(c3ccccc3)CC2)cc1Br	i	0.14
CN(C(=O)COC(=O)/C=C/c1ccc(Cl)c(Cl)c1)c1c(N)n(Cc2ccccc2)c(=O)[nH]c1=O	i	1.18
Cc1ccc(NC(=O)CCN2CC(C)OC(C)C2)cc1C (stereo unspecified)	i	-2.07
COc1ccc(C(=O)N/N=C/c2sc3ccccc3c2O)cc1	i	-4.8
COc1ccc(OC)c(/C=N/NC(=O)Cc2nc3ccccc3[nH]2)c1	i	0.25
Cc1cc(C)c(OCCCCN2CCC(C)CC2)c(Br)c1	i	-5.51*
COC(=O)c1ccc(OC)c(Cn2c(=O)n(C)c(=O)c3sccc32)c1	i	0.24
Fc1ccccc1NC(=S)N(CCN1CCCCC1)Cc1ccco1	i	-1.68
C=C1CC[C@@H]2[C@](C)(CO)[C@H](O)CC[C@@]2(C)[C@@H]1/C=C/C1=CCOC1=O	i	0.71
O=C(C1CCN(CCCc2ccccc2)CC1)N(CCc1ccccc1)Cc1ccccc1	i	-3.69
CCC(=O)c1ccc(OCC(=O)OC(C)C(=O)N2CCc3ccccc32)cc1 (stereo unspecified)	i	-0.84
CCN(CC)S(=O)(=O)N1CCC(C(=O)NCc2ccc3c(c2)OCO3)CC1	i	-0.63
Cc1c(Cl)cccc1N1C(=O)c2ccccc2C1=O	i	-0.91
Cc1cc(C(=O)Nc2ccccc2N2CCOCC2)ccc1[N+](=O)[O-]	i	0.05
Cc1cc(C(=O)Cn2nnc3ccccc3c2=O)c(C)n1-c1ccccc1F	i	0.08
COc1ccc(Cl)cc1C(=O)NCC(c1ccco1)N(C)C (stereo unspecified)	i	-0.66
Cc1cccc(S(=O)(=O)Nc2nc3ccccc3nc2Nc2ccc3c(c2)OCO3)c1	i	0.94
O=C1CC(=O)Nc2cc(S(=O)(=O)NCc3cccs3)ccc2N1	i	0.93
Nc1nnc(SCC(=O)N2CCc3ccccc3C2)s1	i	-1.85
COc1ccccc1NC(=O)Cc1noc(CSc2n[nH]c(N)n2)n1	i	0.32
CCCCOc1ccc(C(=O)Nc2ccc(N3CCN(C(=O)C(C)C)CC3)cc2)cc1	i	-1.35
Fc1cccc(CCN2CCNC[C@H]2Cc2cccc3ccccc23)c1	i	-3.18
C[C@]12C(=O)N(c3ccccc3)C(=O)N1[C@@H]1c3ccccc3OC[C@@H]1[C@H]2c1ccccc1	i	0.7
COc1cc(C2C(C(=O)c3ccc(C)o3)=C(O)C(=O)N2c2cc(C)on2)cc(Br)c1O (stereo unspecified)	i	0.21
CCN1C(=O)[C@@H]2[C@@H](c3ccc(-c4ccc5c(c4)OCO5)c(OC)c3)N3CCCC[C@@]3(C(=O)OC)[C@@H]2C1=O	i	0.08
Cc1ccc(C)c(SCC(=O)Nc2nnc(-c3ccccc3)o2)c1	i	1.3
CCCS(=O)(=O)N1CCCC(C(=O)Oc2ccc(C)c(C)c2)C1 (stereo unspecified)	i	0.01
OC(COc1ccc(OCC(O)CN2CCCCCC2)cc1)CN1CCCCCC1 (stereo unspecified)	i	-0.01
COc1ccccc1NS(=O)(=O)c1cc(C(=O)NCC(c2ccco2)N(C)C)ccc1C (stereo unspecified)	i	1.16
Nc1c(Cl)cc(-c2csc(N3CCCC3c3nc4cc(Cl)c(Cl)cc4n3CCOCCO)n2)cc1Cl (stereo unspecified)	i	-0.25
O=C(NC(=S)N1CCCCC1c1cccnc1)c1ccc(F)cc1 (stereo unspecified)	i	-0.67
COc1ccc(S(=O)(=O)n2nc(OC(=O)c3c(-c4ccccc4Cl)noc3C)cc2N)cc1	i	0
CC(C)CN(C(=O)CN1CCN(c2ccc([N+](=O)[O-])cc2)CC1)c1c(N)n(CC(C)C)c(=O)[nH]c1=O	i	-0.49
Cc1cc(C(=O)COC(=O)C2=NN(c3ccccc3)C(=O)CC2)c(C)n1CC(F)(F)F	i	1.58
OC(COc1ccc2cc(Br)ccc2c1)CN1CCOCC1 (stereo unspecified)	i	-1.51
N#Cc1c(N)n[nH]c1-c1cc2c([nH]1)CCCC2	i	-0.7

Four compounds from above, sorted by formula weight, smallest number first.
structure	KCNQ2 inh	Kir21 block
Cc1ccc(C(=O)/C=C/c2c(C)nn(-c3ccccc3)c2Cl)cc1	i	-0.39
CCOC(=O)C[C@H]1c2ccc(C(F)(F)F)cc2S(=O)(=O)N1C1CCCC1	i	-1.73
CCOc1cc(CNCCCN2CCOCC2)cc(Cl)c1OCC(=O)NC(C)(C)C	i	1.39
COc1cc(C2C(C(=O)c3ccc(C)o3)=C(O)C(=O)N2c2cc(C)on2)cc(Br)c1O (stereo unspecified)	i	0.21
